GC-A act: GC-A (human) enzyme activation; HEK293 GC-A cells, cGMP TR-FRET, EC30 ANP; 0% at EC30 ANP, 100% saturating ANP; 370,000 tested, 0.14% active; P16066; AID 1671463; activation, % at 10 µM; in the data active means activation above about 40%
Target sequence (P16066 whole entry, looked up): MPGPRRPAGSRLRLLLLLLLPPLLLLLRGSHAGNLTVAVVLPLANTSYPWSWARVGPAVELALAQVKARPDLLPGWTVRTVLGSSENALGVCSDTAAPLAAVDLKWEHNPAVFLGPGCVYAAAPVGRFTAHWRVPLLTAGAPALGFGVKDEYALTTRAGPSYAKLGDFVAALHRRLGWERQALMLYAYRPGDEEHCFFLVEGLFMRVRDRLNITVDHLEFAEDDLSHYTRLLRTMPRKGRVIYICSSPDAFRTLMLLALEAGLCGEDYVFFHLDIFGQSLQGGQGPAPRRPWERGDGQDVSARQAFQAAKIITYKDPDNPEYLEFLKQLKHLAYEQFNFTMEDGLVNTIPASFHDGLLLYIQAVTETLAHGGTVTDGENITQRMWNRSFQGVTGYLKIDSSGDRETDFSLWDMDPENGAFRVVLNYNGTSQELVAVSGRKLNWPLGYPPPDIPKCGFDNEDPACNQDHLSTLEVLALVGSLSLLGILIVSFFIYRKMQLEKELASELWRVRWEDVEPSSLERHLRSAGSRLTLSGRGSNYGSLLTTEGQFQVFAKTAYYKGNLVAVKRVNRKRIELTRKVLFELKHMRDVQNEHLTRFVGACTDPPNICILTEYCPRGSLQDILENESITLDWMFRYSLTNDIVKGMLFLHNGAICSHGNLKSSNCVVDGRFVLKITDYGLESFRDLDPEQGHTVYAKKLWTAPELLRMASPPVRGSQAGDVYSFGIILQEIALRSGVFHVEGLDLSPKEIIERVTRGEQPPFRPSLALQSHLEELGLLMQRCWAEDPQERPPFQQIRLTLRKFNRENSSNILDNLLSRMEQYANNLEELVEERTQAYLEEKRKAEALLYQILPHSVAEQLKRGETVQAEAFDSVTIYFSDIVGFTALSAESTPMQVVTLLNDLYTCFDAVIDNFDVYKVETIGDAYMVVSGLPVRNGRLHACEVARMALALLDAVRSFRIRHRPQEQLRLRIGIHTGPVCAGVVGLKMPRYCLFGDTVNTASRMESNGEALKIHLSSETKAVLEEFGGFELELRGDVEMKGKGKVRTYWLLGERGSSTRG
hgDAF-12 ag: agonists of H. glycines DAF-12 nuclear receptor. HEK293 GAL4-hgDAF12 UAS-luciferase reporter, agonist luminescence; normalized to butyrate control. activation, % at 6.8 µM. 370,000 tested, 1.8% active. AID 687014;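 active means activation above a cutoff set at the mean of all screened compounds plus 3 SD, cut at about 10% in these data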;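 further: 0% = DMSO wells and 100% = sodium butyrate wells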
GC-B act: GC-B (human) receptor activation; P20594; HEK293-GC-B cells, CNP EC30, cGMP TR-FRET; 0% at EC30 CNP, 100% saturating CNP; activation, % at 10 µM; 370,000 tested, 0.11% active;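 active means activation at 10 µM reaching about 35% in either raw or pattern-adjusted values, limit read from the data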
KLK7 zymogen act: proKLK7 (human) activation, primary screen. P49862. purified proKLK7, EDANS-DABCYL substrate fluorescence; 100% is mature enzyme control, 0% vehicle. activation, % at 7 µM. 370,000 tested, 0.9% active. AID 652039;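 active means activation above the mean of all tested compounds plus 3 SD, computed per campaign excluding outliers beyond control limits, cut at about 13% in these data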
FXN GAA850 act: increases GAA850 frataxin promoter reporter activity. 360,000 tested, 0.56% active. HEK293 lucGAA850 FXN promoter luciferase reporter, 24 h; percent of 10 µM SAHA response. AID 540364. activation, % at 6 µM;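 active means activation above the average of all compounds screened plus 3 SD, cutoff fixed separately per campaign, cut at about 7.5% in these data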;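 further: 0% = DMSO wells and 100% = 10 µM SAHA wells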
DAX1 inh-1: NR0B1 (DAX1) inhibition; inhibition, % at 6.75 µM; AID 504766; HEK293 Gal4-DAX1 luciferase reporter, luminescence; 340,000 tested, 0.99% active; P51843;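 active means inhibition above the mean over all tested compounds plus 3 SD, cut at about 4.2% in these data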;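 further: 0% = DAX1-transfected cells with DMSO and 100% = empty-vector control cells with DMSO; inhibition shows as a rise in luminescence from relieved DAX1 repression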
ssDAF-12 act: activates DAF-12 receptor from parasite S. stercoralis; AID 652126; 370,000 tested, 1% active; activation, % at 6.8 µM; HEK293 ssDAF-12/GRIP1 lit1-tk-luc reporter, luminescence; % of 3 µM dafachronic acid response;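 active means activation above the mean over all tested compounds plus 3 SD, cut at about 0.9% in these data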;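 further: 0% = DMSO-only wells and 100% = 3 µM delta7-dafachronic acid wells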
hcDAF-12 act: H. contortus DAF-12 activation, primary screen. 370,000 tested, 1.4% active. activation, % at 6.8 µM. AID 652067. HEK293 hcDAF-12 lit1-tk-luc reporter, luminescence; 0% DMSO, 100% Δ7-dafachronic acid;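 active means activation above the mean of all tested compounds plus 3 SD, cut at about 5.5% in these data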;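 further: 100% = response to 3 µM Δ7-dafachronic acid high control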
HGIII-sPLA2 inh: Blocks human group III sPLA2 activity; Q9NZ20; QFRET BODIPY PC-A2 liposome hydrolysis, fluorescence; inhibition, % at 12.2 µM; 370,000 tested, 0.56% active; AID 743126;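 active means inhibition above mean plus 3 SD of compounds lying within the high and low control bounds, cut at about 19% in these data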;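 further: 0% = median of test compound wells and 100% = no enzyme DMSO wells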
SMARCA2 activ: activators of SMARCA2 function. MG213 cells, MMTV-luciferase reporter, dexamethasone, overnight. activation, % at 9.1 µM. 370,000 tested, 1% active; in the data active means activation above about 7.8%;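 further: 0% = vehicle wells and 100% = reference activator wells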
DAX1 inh-2: DAX1 (NR0B1) inhibition, primary screen. HEK293T StAR-luciferase reporter, SF-1/DAX-1 repression relief. inhibition, % at 6.8 µM. 370,000 tested, 1.1% active. AID 652010;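 active means inhibition above the mean over all tested compounds plus 3 SD, cut at about 3.6% in these data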;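 further: 0% = DAX-1 cells with DMSO and 100% = cells lacking DAX-1 with DMSO; higher inhibition means more luminescence from relief of DAX-1 repression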
Numbers without * were called inactive; . = no result given.

The line under a structure holds: GC-A act, hgDAF-12 ag, GC-B act, KLK7 zymogen act, FXN GAA850 act, DAX1 inh-1, ssDAF-12 act, hcDAF-12 act, HGIII-sPLA2 inh, SMARCA2 activ, DAX1 inh-2
O=C1/C(=C/c2cccc3ccccc23)CCCc2ccccc21
    -1.8, 4.8, 0.6, 0.0, -0.7, 0.1, -0.6, 1.1, 2.2, 2.9, 0.9
CCCCOC(=O)Nc1cc(C)c(Cl)cc1OC
    -5.1, -2.0, 0.3, 0.1, 0.2, 0.1, -1.0, 1.0, 4.9, -3.3, -0.7
CCCC(=O)Nc1cc(C(F)(F)F)ccc1N1CCOCC1
    3.9, -2.7, -4.6, 0.2, 0.9, -0.7, -1.2, -2.2, 1.3, -3.3, 0.2
O=C(COc1ccc2c(c1)C(=O)CC1(CCCCC1)O2)NCc1ccccn1
    5.8, -0.5, 2.9, 10.0, 0.1, -0.3, -2.0, -0.7, 1.2, -2.0, -0.5
Fc1ccc(N2CCN(C3=Nc4cccc5cccc3c45)CC2)cc1
    8.1, 9.1, -3.1, 2.0, 7.6, 0.0, -0.8, 1.2, 0.3, 5.6, 0.7
Clc1cccc(N/N=C/c2ccc(N3CCOCC3)cc2)c1
    -3.2, 2.1, -3.7, -0.5, -2.9, 0.9, -0.9, 2.3, 1.1, 2.9, 1.3
c1ccc(-c2ccc(CNC3CC3)cc2)cc1
    -3.2, 2.0, 2.1, -0.1, 1.9, 1.5, -0.8, -0.3, -1.9, 3.6, 0.5
CCC(=O)N1CCCC(C)(C(=O)NS(=O)(=O)c2ccccc2Cl)C1 (stereo unspecified)
    -2.5, 2.8, -1.5, 0.5, 0.3, ., -0.7, -0.1, 3.4, 2.2, 0.3
COc1ccc(S(=O)(=O)N[C@H]2CC[C@H](CCNC(=O)c3ccccc3F)O[C@@H]2CO)cc1
    -1.9, -0.6, 4.5, 0.1, ., ., -1.5, 0.4, 4.9, -5.0, 2.0
CCOc1ncccc1C(=O)NNC(=O)c1ccc(NS(=O)(=O)c2cccs2)cc1
    -2.4, 4.2, -2.9, -0.4, 2.9, -0.6, -0.4, 2.9, -4.5, -0.5, 2.4
CC1CCN(S(=O)(=O)c2ccc(C(=O)Nc3nnc(-c4ccncc4)o3)cc2)CC1
    -3.1, -2.1, -1.1, 0.0, 0.4, -1.8, -0.8, -1.5, -9.2, -1.7, -1.3
COc1ccc(Cc2nc3ccc(C(=O)N(C)Cc4nccs4)cc3o2)cc1OC
    2.0, -6.7, -1.7, 0.2, -0.3, -1.3, -2.3, -3.0, -3.3, -2.6, -7.8
OCCN1CCN(c2ncnc3c2ncn3[C@H]2CN(Cc3ccccc3)C[C@@H](CO)O2)CC1
    -0.1, -2.3, -2.4, 0.5, -0.4, ., -1.0, -0.3, 14.5, 0.9, 1.0
COc1ccccc1N1CCN(S(=O)(=O)c2c(C)[nH]c(C)c2C(=O)N2CCCCC2)CC1
    4.6, -0.2, 0.6, 0.1, -0.3, 1.2, -1.2, 1.1, 0.6, -0.9, 0.0
O=C(NNC(=O)c1ccccc1[N+](=O)[O-])c1cnccn1
    0.9, -2.2, 2.4, 0.2, 0.8, 0.0, -0.5, -1.4, 8.5, -1.2, 0.1
O=S(=O)(NCC(c1ccco1)N1CCc2ccccc2C1)c1ccc(F)cc1 (stereo unspecified)
    -2.6, -1.7, -2.7, -0.8, 0.2, 0.7, -0.7, -1.6, -16.9, 0.5, 0.9
Cc1ccc(N(CC(=O)O)C2SC(=O)NC2=O)cc1 (stereo unspecified)
    -0.9, -1.2, 1.3, 0.7, 0.7, 3.8, -0.3, -0.3, 7.7, -2.0, -0.6
O=S(=O)(c1ccccc1C(F)(F)F)N1CCN(CC(O)COc2ccccc2F)CC1 (stereo unspecified)
    4.3, -2.1, -5.2, -0.1, -0.5, 1.2, -1.3, -0.8, -12.8, -2.6, -0.2
COCc1cc(Sc2ccc(OC)cc2)nc(-c2ccccc2)n1
    -9.1, 1.4, 0.1, 0.1, 2.0, -0.1, -1.1, 1.3, 0.9, 1.6, -0.3
Cc1cccc(C(=O)N[C@H](C(=O)NCCc2ccc(S(N)(=O)=O)cc2)C(C)C)c1
    -1.9, 0.3, 1.0, 0.6, -1.8, 0.6, -1.4, -1.2, 6.3, -2.0, -0.4
CN(C)CCOC(=O)NCC12CC3CC(CC(C3)C1)C2
    0.1, 0.9, 2.0, 0.5, 2.7, 0.0, -1.1, 0.7, -0.1, -6.1, 0.0
N#CCCn1cc(C=C(C#N)C#N)c(-c2ccc(-c3ccccc3)cc2)n1
    6.2, 1.3, -9.9, -0.1, 4.3, -0.3, -1.7, -0.9, 0.6, 1.9, -0.2

5 entries from above, sorted by the value under GC-B act, highest first.
| SMILES | GC-A act | GC-B act | KLK7 zymogen act | DAX1 inh-1 | ssDAF-12 act | hcDAF-12 act | HGIII-sPLA2 inh | SMARCA2 activ | DAX1 inh-2 |
| --- | --- | --- | --- | --- | --- | --- | --- | --- | --- |
| O=C(COc1ccc2c(c1)C(=O)CC1(CCCCC1)O2)NCc1ccccn1 | 5.8 | 2.9 | 10.0 | -0.3 | -2.0 | -0.7 | 1.2 | -2.0 | -0.5 |
| CN(C)CCOC(=O)NCC12CC3CC(CC(C3)C1)C2 | 0.1 | 2.0 | 0.5 | 0.0 | -1.1 | 0.7 | -0.1 | -6.1 | 0.0 |
| Cc1ccc(N(CC(=O)O)C2SC(=O)NC2=O)cc1 (stereo unspecified) | -0.9 | 1.3 | 0.7 | 3.8 | -0.3 | -0.3 | 7.7 | -2.0 | -0.6 |
| CC1CCN(S(=O)(=O)c2ccc(C(=O)Nc3nnc(-c4ccncc4)o3)cc2)CC1 | -3.1 | -1.1 | 0.0 | -1.8 | -0.8 | -1.5 | -9.2 | -1.7 | -1.3 |
| N#CCCn1cc(C=C(C#N)C#N)c(-c2ccc(-c3ccccc3)cc2)n1 | 6.2 | -9.9 | -0.1 | -0.3 | -1.7 | -0.9 | 0.6 | 1.9 | -0.2 |

One compound at a time, as listed above:
Profile of `COc1ccc(S(=O)(=O)N[C@H]2CC[C@H](CCNC(=O)c3ccccc3F)O[C@@H]2CO)cc1` = GC-A act = -1.9; hgDAF-12 ag = -0.6; GC-B act = 4.5; KLK7 zymogen act = 0.1; FXN GAA850 act = .; DAX1 inh-1 = .; ssDAF-12 act = -1.5; hcDAF-12 act = 0.4; HGIII-sPLA2 inh = 4.9; SMARCA2 activ = -5.0; DAX1 inh-2 = 2.0
Profile of `Cc1cccc(C(=O)N[C@H](C(=O)NCCc2ccc(S(N)(=O)=O)cc2)C(C)C)c1` = GC-A act = -1.9; hgDAF-12 ag = 0.3; GC-B act = 1.0; KLK7 zymogen act = 0.6; FXN GAA850 act = -1.8; DAX1 inh-1 = 0.6; ssDAF-12 act = -1.4; hcDAF-12 act = -1.2; HGIII-sPLA2 inh = 6.3; SMARCA2 activ = -2.0; DAX1 inh-2 = -0.4

Screening data from PubChem.
